MITF inh: blocks human microphthalmia-associated transcription factor; O75030; AlphaScreen MITF homodimerization, bead proximity signal; inhibition, % at 2.6 µM; hit rate 0.91% among 650,000; AID 1259374; in the data active means inhibition above about 50%;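 further: 0% = vehicle wells with protein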
FBW7 act: human FBW7 E3 ligase activation, primary screen. Q969H0. AlphaScreen FBW7–phospho-cyclin E peptide binding, activator screen. normalized activity (activation), % at 26.1 µM. hit rate 0.13% among 650,000. AID 1259310; in the data active means normalized activity above about 1.9%;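 further: purified mutant Fbw7 with reduced substrate affinity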
Target sequence (Q969H0 whole entry, looked up): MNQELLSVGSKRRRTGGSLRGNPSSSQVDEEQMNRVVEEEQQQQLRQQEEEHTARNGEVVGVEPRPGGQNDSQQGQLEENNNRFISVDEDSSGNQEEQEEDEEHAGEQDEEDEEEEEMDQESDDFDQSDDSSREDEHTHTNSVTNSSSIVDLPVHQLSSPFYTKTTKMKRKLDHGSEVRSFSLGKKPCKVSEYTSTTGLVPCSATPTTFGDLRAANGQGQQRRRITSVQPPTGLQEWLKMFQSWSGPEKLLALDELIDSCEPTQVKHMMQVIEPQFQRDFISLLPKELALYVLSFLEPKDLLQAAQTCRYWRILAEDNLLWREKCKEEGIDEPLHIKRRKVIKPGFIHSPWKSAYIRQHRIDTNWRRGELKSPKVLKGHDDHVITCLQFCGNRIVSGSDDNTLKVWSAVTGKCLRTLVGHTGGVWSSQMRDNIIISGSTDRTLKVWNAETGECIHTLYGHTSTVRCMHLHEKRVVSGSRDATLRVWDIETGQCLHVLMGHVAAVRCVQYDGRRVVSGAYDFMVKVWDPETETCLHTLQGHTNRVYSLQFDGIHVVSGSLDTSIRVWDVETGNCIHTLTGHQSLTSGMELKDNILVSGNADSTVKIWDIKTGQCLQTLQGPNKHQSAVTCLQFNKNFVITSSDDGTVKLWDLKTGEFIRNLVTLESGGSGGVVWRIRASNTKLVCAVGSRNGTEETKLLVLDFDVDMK
TEAD-YAP inh: TEAD-YAP interaction inhibition. HEK-TIYL cells, TEAD-Gal4/YAP UAS-luciferase luminescence. inhibition, % at 9.12 µM. hit rate 1.4% among 640,000. AID 1259422; in the data active means inhibition above about 32%;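 further: 0% = median of test compound wells and 100% = reference inhibitor wells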
GPR151 ag: human GPR151 activation. activation, % at 11.2 µM. hit rate 1% among 650,000. Q8TDV0. PathHunter beta-arrestin GPR151 cells, luminescence. AID 1508602; in the data active means activation above about 4.9%;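 further: 0% = median of compound wells and 100% = cells with positive control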
Numbers without * were called inactive; · = no result given; & = joins results of further samples.

1	CCOc1cccc(C2CC(c3ccc(Cl)cc3)=NC(c3cc(Br)ccc3OC)N2)c1O (centres undefined)
2	O=C(CNC(=S)N(Cc1ccccc1Cl)C1CCCC1)NCc1cccnc1
3	COc1ccc(C(=O)NCCN(C)C)cc1
4	CC(=O)N1CCc2c(sc(NC(=O)C3CC3)c2C#N)C1
5	CC(C)CN(CC(C)C)c1ccc(/C=N/n2cnnc2)cc1[N+](=O)[O-]
6	Cc1cccc(N(C)c2nc3ccccc3n3c(C)nnc23)c1

compound no.	1	2	3	4	5	6
MITF inh	-0.1	6.4	-2.2	-4.9	25.4	6.9
FBW7 act	-1.0	-0.1	0.2	-0.1	0.1	-0.1
TEAD-YAP inh	3.3	-8.6	8.2	6.8	4.6	6.1
GPR151 ag	-0.3	1.3	-1.5	3.2	0.5	0.0

Quoted at random: 6 compounds from above, in no set order.
1	CCOc1cccc(C2CC(c3ccc(Cl)cc3)=NC(c3cc(Br)ccc3OC)N2)c1O (centres undefined)
4	CC(=O)N1CCc2c(sc(NC(=O)C3CC3)c2C#N)C1
3	COc1ccc(C(=O)NCCN(C)C)cc1
2	O=C(CNC(=S)N(Cc1ccccc1Cl)C1CCCC1)NCc1cccnc1
5	CC(C)CN(CC(C)C)c1ccc(/C=N/n2cnnc2)cc1[N+](=O)[O-]
6	Cc1cccc(N(C)c2nc3ccccc3n3c(C)nnc23)c1

compound no.	1	4	3	2	5	6
MITF inh	-0.1	-4.9	-2.2	6.4	25.4	6.9
FBW7 act	-1.0	-0.1	0.2	-0.1	0.1	-0.1
TEAD-YAP inh	3.3	6.8	8.2	-8.6	4.6	6.1
GPR151 ag	-0.3	3.2	-1.5	1.3	0.5	0.0

More results
7	CN(Cc1ccccc1)C(=O)CCN1C(=O)c2ccccc2C1=O
8	CCCOc1ccc(C(=O)Nc2ccc(-c3cc4ccccc4oc3=O)c(C)c2)cc1
9	O=C(Nc1ccc2c(c1)CN(C(=O)Cn1nc3ccccc3n1)CC2)C1CCCO1 (centres undefined)
10	CCCSc1nc2c(c(=O)[nH]1)C(c1ccncc1)C1=C(CCCC1=O)N2 (centres undefined)
11	CC(C)(C)c1[nH]nc2c1C(c1ccc(Cl)cc1Cl)C(C#N)=C(N)O2 (centres undefined)
12	Cc1ccnc(N2CCN(c3cc(C)c(C#N)c4nc5ccccc5n34)CC2)c1

compound no.	7	8	9	10	11	12
MITF inh	-1.7	11.0	5.5	2.6	0.5	1.4
FBW7 act	-0.1	0.0	-0.1	0.1	-0.1	-0.1
TEAD-YAP inh	-2.5	-2.4	11.8	1.9	4.3	-9.6
GPR151 ag	0.0	-0.5	0.4	4.2	0.1	0.2

13	N#Cc1c(Oc2ccccc2)cc(Oc2ccccc2)cc1SCc1ccccc1
14	C#CCCCO/N=C1\C[C@@H](O)[C@@H](O)[C@@H]2[C@@H]3C(=O)N([C@@H](C)c4ccccc4)C(=O)[C@@H]3CC[C@@H]12
15	CC(=O)c1cccc(-c2nc(Nc3ccc(N4CCOCC4)cc3)c3ncn(-c4ccsc4)c3n2)c1
16	COC(=O)C/C=C/[C@@H](C)[C@@H](/C=N/O[C@H](C)c1cn([C@H](CO)Cc2ccccc2)nn1)NS(=O)(=O)c1ccc(C)cc1
17	CN(C)c1ccc(N/C(=N/S(=O)(=O)c2ccccc2)c2ccccc2)cc1
18	Cc1ccc2c(c1)NC(=O)C(CC(=O)O)O2 (centres undefined)

compound no.	13	14	15	16	17	18
MITF inh	-6.8	10.8	-3.6	17.2	-2.0	5.5
FBW7 act	0.0	0.1	-0.1	0.1	-0.1	0.3
TEAD-YAP inh	8.6	·	17.0	·	9.1	3.5
GPR151 ag	0.1	-0.1	-1.0	-1.3	0.4	0.4

19	CCOc1ccc(-c2cccc(NC(=O)NCc3ccccc3)c2)nn1
20	COc1cccc(O)c1CN1Cc2cc(C)ccc2OC(C)C1 (centres undefined)
21	COc1cccc(C=O)c1OCC(=O)NCc1ccccc1
22	O=C(Cc1ccsc1)NCc1nnc(SCc2ccncc2)n1Cc1ccccc1
23	CSc1nnc(-c2ccc(SC#N)cc2)o1
24	O=[N+]([O-])c1ccc2nc(/C=C/c3nc4ccc([N+](=O)[O-])cc4[nH]3)[nH]c2c1

compound no.	19	20	21	22	23	24
MITF inh	9.1	-8.3	4.3	11.4	8.2	8.3
FBW7 act	0.0	-0.2	-0.1	0.0	-0.1	0.7
TEAD-YAP inh	-13.2	-1.8	-0.8	8.0	-18.6	9.1
GPR151 ag	-2.2	-0.7	2.6	0.0	-0.9	1.7

25	O=C(OCc1cc(=O)n2cc(Br)ccc2n1)c1ccc([N+](=O)[O-])o1
26	Nc1nc(-c2ccc(Cl)cc2)nn1C(=O)c1cccnc1
27	COc1ccc2nc(Nc3nc4c(s3)CCCC4)sc2c1
28	CC(NC(=O)Cc1n[nH]c(=O)c2ccccc12)C12CC3CC(CC(C3)C1)C2 (centres undefined)
29	CCOc1cc(/C=C2\N=C(c3ccc(C(C)(C)C)cc3)OC2=O)ccc1OCc1ccccc1
30	COc1ccc(CN2CCc3nnc(C(C)NC(=O)COc4ccccc4)n3CC2)cc1C (centres undefined)

compound no.	25	26	27	28	29	30
MITF inh	15.3	7.7	-4.3	-2.3	11.8	-2.3
FBW7 act	-0.1	-0.1	-0.2	0.1	0.1	0.1
TEAD-YAP inh	8.7	-12.2	-58.8	-8.2	10.4	-2.4
GPR151 ag	1.3	0.7	2.2	-0.1	0.0	-0.8

31	Cc1ccccc1NC(=O)CSCn1nnc2c(=O)[nH]c(Cc3ccc(F)cc3)nc21
32	COCCCN1C(=O)CC(CC(=O)N(C)Cc2ccco2)(c2ccccc2Cl)C1=O (centres undefined)
33	COc1ccccc1-c1c(C(F)(F)F)oc2c(CN(C)Cc3ccccc3)c(O)ccc2c1=O
34	COc1ccc(-c2cncc(C(=O)NCc3cccnc3)c2)cc1
35	CCC(=O)N1N=C(c2cccs2)CC1c1cc([N+](=O)[O-])ccc1O (centres undefined)
36	Cc1ccccc1NC(=O)C1(c2ccccc2)CCOCC1

compound no.	31	32	33	34	35	36
MITF inh	11.9	5.9	-6.6	-4.5	0.0	4.2
FBW7 act	0.3	-0.1	-0.3	-0.1	-0.2	-0.1
TEAD-YAP inh	10.5	-1.2	-7.7	-2.8	-6.0	12.0
GPR151 ag	0.5	0.7	0.2	2.0	2.0	1.1

37	Cc1ccccc1/C=C1\N=C(c2ccc(Cl)c([N+](=O)[O-])c2)OC1=O
38	CC(C)Oc1ccc(C(=O)NCc2ccccc2Cl)cc1
39	c1ccc(Oc2ccc(Nc3ncnc4nc(-c5ccc(N6CCOCC6)nc5)[nH]c34)cc2)cc1
40	O=c1onc2n1-c1cc(Br)ccc1OC2
41	O=C(CC1CCCC1)Nc1ccc(S(=O)(=O)N2CCC(c3nc4ccccc4[nH]3)CC2)cc1
42	Cc1cc(=O)n2[nH]c(CC(=O)N3CC[C@@H](c4ccccc4)[C@H](O)C3)nc2n1

compound no.	37	38	39	40	41	42
MITF inh	21.4	8.8	17.1	-9.7&-8.4	-10.7	6.0
FBW7 act	0.1	0.2	0.3	0.1	0.0	0.0
TEAD-YAP inh	-13.3	-14.0	-8.4	-1.9	18.7	7.3
GPR151 ag	-1.9	1.1	-1.8	1.3&-0.5	1.1	0.4

43	COc1ccc(-c2cc(=O)oc3cc(OC(C)=O)c(Cl)cc23)cc1
44	C=CCNC(=S)NNP1(=O)C=C(c2ccccc2)OC(c2ccccc2)=C1
45	Nc1cccc2c1C(=O)c1ccccc1C2=O
46	Cc1ccc(N(CC(=O)NC2CCCCC2)S(=O)(=O)c2c(C)nn(C)c2C)cc1
47	Cc1cccc(NC(=O)c2ccc(C#N)cc2F)c1
48	O=C(NCc1c(-c2ccc(Cl)cc2)nc2n1CCS2)c1cccc2ccccc12

compound no.	43	44	45	46	47	48
MITF inh	2.4	1.3	8.5	-0.4	-2.4	-7.5
FBW7 act	0.0	-0.2	-0.6	-0.1	0.1	0.2
TEAD-YAP inh	22.2	7.5	-32.4	-4.2	-10.5	9.1
GPR151 ag	-0.8	1.6	-0.9	0.3	-1.1	0.1

49	O=C(NCc1ccccc1)C(=S)N1CCCCC1
50	Cc1ccc(-c2cc(C(F)(F)F)n3nc(C(=O)NCc4ccccc4)cc3n2)cc1
51	Cn1c(-c2ccc(F)cc2)cnc1NCc1ccccc1F
52	CCOC(=O)c1c(NC(=O)CSc2nnc(CNC(=O)COc3ccccc3)n2CCc2ccccc2)sc2c1CCCC2
53	CCCCN1C(=O)CCC1CCNCc1ccccc1F (centres undefined)
54	CC(=O)Oc1ccc2c(=O)c(-c3nc4ccccc4s3)coc2c1C

compound no.	49	50	51	52	53	54
MITF inh	-1.8	6.4	22.6	1.1	-7.6	1.2
FBW7 act	0.0	-0.1	0.1	-0.1	0.0	0.0
TEAD-YAP inh	4.5	0.5	-14.0	7.0	-7.3	-9.0
GPR151 ag	1.5	0.0	-0.2	0.4	1.4	-1.1

55	Cc1cc(/C=C2\C(=N)N3N=C(N4CCOCC4)SC3=NC2=O)c(C)n1Cc1ccccc1
56	CC1=C(C(=O)NC(C)c2ccc3c(c2)OCCO3)C2(CCC(C)CC2)OC1=O (centres undefined)
57	CN(C(=O)Cc1c(C(=O)O)[nH]c2ccccc12)c1ccc(Br)cc1
58	Cc1cccc(NC(=O)Nc2cnn(-c3cccc(C(=O)NOCc4ccccc4)c3)c2)c1
59	CCCNC(=O)c1ccnc(-c2ccccc2)c1
60	COc1ccc(C(=O)Nc2cc(C(F)(F)F)ccc2N2CCOCC2)cc1[N+](=O)[O-]

compound no.	55	56	57	58	59	60
MITF inh	8.4	10.6	-6.8	13.6	-0.5	17.6
FBW7 act	0.1	0.7	-0.3	0.1	0.1	1.1
TEAD-YAP inh	8.7	-3.3	-9.1	-3.7	7.1	-7.2
GPR151 ag	1.8	-0.5	-0.1	4.9*	0.2	-0.1

61	O=S(=O)(c1ccc(COc2ccc(Br)cc2)cc1)N1CCOCC1
62	Cc1ccccc1NCC(=O)N/N=C\c1cc(I)ccc1O
63	COc1ccc(N2CCN(c3nc(Nc4ccc(F)cc4)nc(N4CCOCC4)n3)CC2)cc1
64	CC1CCCC(C)N1C(=O)COC(=O)CCC(=O)c1ccc(F)cc1 (centres undefined)
65	CC(=O)NNc1nc(-c2cccc3ccccc23)cs1
66	COc1cccc(C(=O)Nc2ccc(S(=O)(=O)Nc3cc(OC)nc(OC)n3)cc2)c1

compound no.	61	62	63	64	65	66
MITF inh	-18.8	23.1	0.3	-14.3	4.4	15.8
FBW7 act	0.1	-0.3	0.0	-0.2	0.0	0.0
TEAD-YAP inh	-10.2	14.7	9.2	8.5	-10.0	4.6
GPR151 ag	2.6	1.1	-0.8	0.1	-1.1	-0.1

Complete entries, looked up by structure. Values in the order: MITF inh, FBW7 act, TEAD-YAP inh, GPR151 ag
Results for O=S(=O)(c1ccc(COc2ccc(Br)cc2)cc1)N1CCOCC1 → -18.8, 0.1, -10.2, 2.6
Results for CC1CCCC(C)N1C(=O)COC(=O)CCC(=O)c1ccc(F)cc1 (centres undefined) → -14.3, -0.2, 8.5, 0.1

(listing goes on)
67	Cc1cc(NC(=O)c2cnn3c(C(F)(F)F)cc(-c4cccs4)nc23)no1
68	CCOC(=O)C1=C(C)NC2=C(C(=O)CC(c3cccs3)C2)C1c1coc2ccccc2c1=O (centres undefined)
69	CCCOc1ccc(-c2nnn(CC(=O)c3c[nH]c4ccccc34)n2)cc1
70	Cc1ccc(OCC(=O)Nc2ccc(S(N)(=O)=O)cc2)c(C)c1
71	Cc1cc(C)nc(/N=C(/NC(=O)Nc2ccc(Cl)c(Cl)c2)Nc2ccccc2)n1
72	CCn1cnc2sc(C(=O)N(Cc3ccc(N(C)C)cc3)Cc3ccco3)c(C)c2c1=O

compound no.	67	68	69	70	71	72
MITF inh	4.4	-9.7	-8.2	-5.3	14.4	2.9
FBW7 act	-0.1	-0.1	0.1	0.1	0.0	-0.3
TEAD-YAP inh	-0.3	5.8	4.4	-9.4	9.2	-5.0
GPR151 ag	0.3	1.2	-0.1	0.1	-1.0	-1.2

73	CC1(C)C(=O)NC2CCCCC2N1C(=O)Cn1nc2c3ccccc3nc(C3CC3)n2c1=O (centres undefined)
74	CCCCNS(=O)(=O)c1ccc2c(c1)CCN2C(=O)CCC(=O)O
75	O=C1CCC(CCNCc2cccc(C(F)(F)F)c2)N1CCc1ccccn1 (centres undefined)
76	CCOC(=O)C1=C(O)C(=O)N(c2ccc([N+](=O)[O-])cc2)C1c1ccccc1 (centres undefined)
77	Cc1c(C(=O)NCc2cccnc2)sc2ncnc(N(C)c3ccccc3)c12

compound no.	73	74	75	76	77
MITF inh	-15.1	7.0	-8.0	11.7	-1.4
FBW7 act	0.1	0.0	-0.1	0.1	-0.1
TEAD-YAP inh	-4.3	7.8	-7.5	10.2	-7.4
GPR151 ag	0.0	-0.1	0.6	-0.9	-0.8

Along the list, quoted from above:
TEAD-YAP inh, compounds 73 to 77 → -4.3, 7.8, -7.5, 10.2, -7.4

Source: PubChem BioAssay
